From PubChem
mIAP activ: mouse IAP activation | AID 2805 | muIAP, CDP-Star luminescence, 30 min; active compounds read high; 1 = vehicle-only enzyme signal, 0 = enzyme-free wells | activation factor at 10 µM | 330,000 tested, 0.24% active;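 active = activation factor of at least 2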; note: the source names both 10 and 20 µM as test concentration; values of inactives mirror those of a sister screen read the other way
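also added = chemiluminescent substrate CDP-Star | test system = mouse IAP enzyme | signal = chemiluminescence readout | compound = DMSO-dissolved test compounds | incubation = 30 min at room temperature | benchmarks = DMSO wells, no-enzyme wells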
Apaf-1 inh: human Apaf-1 inhibition. inhibition, % at 20 µM. 330,000 tested, 0.71% active. O14727. AID 489030. reconstituted apoptosome caspase-3 activity, DEVD-Rh110 fluorescence; active = inhibition of at least 40% at 20 µM;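 note: plate controls were DMSO wells for no effect and DEVD-CHO caspase inhibitor wells for full effect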
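Material: cell-free apoptosome with Apaf-1, procaspase-3 and caspase-9; Buffer or medium: Hepes pH 7.5 with detergent and BSA; Reagent: cytochrome c trigger plus (Z-DEVD)2-Rh110 caspase-3 substrate; Times: compound with Apaf-1, dATP, procaspase-3 30 min, then 50 min reaction, room temperature; Technique: Rh110 fluorescence intensity.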
hIAP activ: increases human intestinal alkaline phosphatase activity; purified human IAP, CDP-Star luminescence, 30 min; active compounds read high; 1 = vehicle-only enzyme, 0 = enzyme-free background; activation factor at 10 µM; 330,000 tested, 0.16% active;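 active = activation factor of the enzyme at least 2-fold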; note: the source names both 10 and 20 µM as test concentration; values of inactives mirror those of a sister screen read the other way
Target sequence (P09923 whole entry, looked up): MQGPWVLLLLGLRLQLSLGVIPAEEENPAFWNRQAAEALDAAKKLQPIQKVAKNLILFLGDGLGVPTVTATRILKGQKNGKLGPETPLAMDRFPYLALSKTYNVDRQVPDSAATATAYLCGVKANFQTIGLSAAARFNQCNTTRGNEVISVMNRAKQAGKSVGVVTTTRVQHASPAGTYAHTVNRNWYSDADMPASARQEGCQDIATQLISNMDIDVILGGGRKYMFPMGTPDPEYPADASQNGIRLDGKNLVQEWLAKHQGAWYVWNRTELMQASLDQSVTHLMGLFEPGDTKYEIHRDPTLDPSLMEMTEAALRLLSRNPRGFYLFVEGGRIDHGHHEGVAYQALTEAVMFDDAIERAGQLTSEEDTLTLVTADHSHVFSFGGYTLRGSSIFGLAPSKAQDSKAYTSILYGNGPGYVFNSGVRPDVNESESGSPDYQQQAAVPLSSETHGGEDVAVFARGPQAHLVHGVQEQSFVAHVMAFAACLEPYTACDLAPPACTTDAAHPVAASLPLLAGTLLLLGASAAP
tim10-1 inh: tim10-1 yeast growth inhibition. 330,000 tested, 2.2% active. S. cerevisiae tim10-1 ts strain growth, BacTiter-Glo, 24 h. inhibition, % at 20 µM. AID 463190;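 active = inhibition of at least 40%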;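 note: mutant grown at 25 °C; 0% = DMSO wells with yeast and 100% = wells holding no yeast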
TIM10 inh: TIM10 yeast growth inhibition | S. cerevisiae TIM10 strain growth, BacTiter-Glo luminescence, 24 h | 330,000 tested, 1.4% active | AID 463195 | inhibition, % at 10 µM;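 active = inhibition of 40% or more at the single tested concentration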;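 note: wild-type TIM10 isogenic control strain grown at permissive 25 °C; 0% = DMSO yeast wells and 100% = minimal medium wells without yeast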
mIAP block: blocks mouse intestinal alkaline phosphatase; purified mouse IAP, CDP-Star luminescence, 30 min; AID 2806; 330,000 tested, 0.2% active; inhibition, % at 10 µM;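 active = inhibition of at least 40% at 10 µM in the primary screen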;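 note: plate controls were DMSO with enzyme for no effect and no enzyme wells for full effect; values of inactives mirror those of a sister screen read the other way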
NALP3 yeast inh: inhibitors of NALP3 inflammasome in yeast; AID 2825; 330,000 tested, 0.39% active; inhibition, % at 10 µM; Yeast reconstituted NLRP3/ASC/caspase-1, beta-gal luminescence, 24 h;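 active = inhibition of 50% or more; inactive = inhibition below 50%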;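 note: plate controls were induced DMSO wells for no effect and uninduced yeast grown without galactose for full effect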
ATG4B inhibitor: blocks human ATG4B protease cleavage of LC3 substrate; Q9Y4P1; ATG4B cleavage of LC3-PLA2, NBD-HPC fluorescence, 1 h; inhibition, % at 8.33 µM; AID 504462; 340,000 tested, 0.51% active; in the data active = inhibition above about 40%
Target sequence (Q9Y4P1 whole entry, looked up): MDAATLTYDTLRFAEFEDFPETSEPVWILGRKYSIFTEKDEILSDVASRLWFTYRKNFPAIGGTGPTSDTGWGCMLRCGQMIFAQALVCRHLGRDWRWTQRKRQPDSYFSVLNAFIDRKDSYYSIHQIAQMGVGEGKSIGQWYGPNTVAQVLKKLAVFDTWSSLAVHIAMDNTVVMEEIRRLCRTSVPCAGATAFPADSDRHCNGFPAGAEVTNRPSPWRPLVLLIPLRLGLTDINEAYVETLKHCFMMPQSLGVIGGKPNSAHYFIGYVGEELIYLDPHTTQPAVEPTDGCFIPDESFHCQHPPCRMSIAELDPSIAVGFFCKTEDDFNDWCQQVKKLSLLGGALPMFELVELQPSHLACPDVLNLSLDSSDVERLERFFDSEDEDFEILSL
hIAP inh: blocks human intestinal alkaline phosphatase; 330,000 tested, 0.12% active; AID 2544; purified IAP, CDP-Star luminescence, 30 min; P09923; inhibition, % at 10 µM;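 active = inhibition reaching a set limit with compound at 10 µM in the primary screen, cut at about 35% in these data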;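 note: plate controls were DMSO wells with enzyme for no effect and no-enzyme buffer wells for full effect; values of inactives mirror those of a sister screen read the other way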
The depositor's hits bear a star; / = not tested or not shown.

Value order – ATG4B inhibitor	hIAP activ	mIAP block	tim10-1 inh	NALP3 yeast inh	mIAP activ	hIAP inh	Apaf-1 inh	TIM10 inh
CCN[C@H]1CN(CCCOC)S(=O)(=O)c2sc(S(N)(=O)=O)cc21
 : -5	1	-7	-16	-9	1.1	-4	3	-9
CC(O)[C@H]1CC[C@H]2[C@@H]3CC[C@H]4C[C@@H](O)CC[C@]4(C)[C@H]3/C(=N/O)C[C@]12C (some centres undefined)
 : -16	1.1	0	22	2	1	-8	14	29
COc1ccc(C(=O)/C=C/c2cccs2)c(OC(=O)N2CCOCC2)c1
 : -4	0.95	6	50*	0	0.94	4	-12	52*
CCOc1ccccc1NC(=O)NC1(C(=O)N2CCOCC2)CCCCC1
 : -9	1.1	2	7	1	0.98	-8	15	-2
COc1cc(CC(=O)OCC(=O)c2c[nH]c3ccccc23)cc(OC)c1OC
 : -4	0.99	3	0	14	0.97	1	29	11
Cc1ccc(C(=O)Nc2ccc(C(=O)O)cc2)cc1S(=O)(=O)Nc1cccc([N+](=O)[O-])c1
 : -2	1.3	8	1	-16	0.92	-28	-5	16
CC(C)CCn1c(Cl)nc2c1c(=O)n(C)c(=O)n2C
 : -5	1.1	2	-7	1	0.98	-5	-1	-15
CCOc1cc(/C=C2\NC(=O)NC2=O)cc([N+](=O)[O-])c1O
 : -1	0.87	14	8	-26	0.86	13	-5	5
CCN(CC)c1ccc(NC(=O)c2cncc(Br)c2)cc1
 : 5	1	12	30	21	0.88	-4	4	12
O=C(CSc1nc(-c2ccc(Cl)cc2)[nH]c(=O)n1)Nc1cccc(Cl)c1
 : 18	1.4	1	9	0	0.99	-41	1	28
Cn1c(SCC(=O)NCC2CCCO2)nc2c(c1=O)SCC2 (centres undefined)
 : -1	1.1	6	7	3	0.94	-8	9	-5
CC(C(=O)N1CCOCC1)c1ccc([N+](=O)[O-])cc1 (centres undefined)
 : -8	1.1	1	9	-6	0.99	-6	-8	9
Cc1ccc(-c2nc(CS(=O)CC(=O)NCCC(C)C)c(C)o2)cc1 (centres undefined)
 : -1	0.86	0	16	-27	1	14	-7	4
COc1ccc(NC(=O)Nc2cccc3c2O[C@H](CN(C)S(C)(=O)=O)[C@@H](C)CN([C@H](C)CO)C3=O)cc1
 : -2	1	1	20	10	0.99	-4	9	5
Cc1cccc(NC(=O)CN2CCN(C(=O)CNC(=O)Cc3cccc4ccccc34)CC2)c1C
 : -15	1.1	-2	-4	6	1	-7	-3	18
C=CCn1c(=O)/c(=C2/Sc3ccccc3N2CC)s/c1=C1/C(=O)NN=C1C
 : /	0.97	-1	3	-1	1	3	4	5
Cc1cc(-c2nc3cccnc3s2)ccc1NS(=O)(=O)c1cccs1
 : -6	0.97	-34	19	30	1.3	3	2	11
Cc1ccnc(NS(=O)(=O)c2ccc(NC(=O)c3ccc(Br)o3)cc2)n1
 : 9	0.93	0	8	4	1	7	-8	-5
CN(CC(=O)Nc1cccc(F)c1)C(=O)CN1C(=O)C2CC=CCC2C1=O (centres undefined)
 : -5	0.91	-2	8	4	1	9	4	1
CC(C)=C(NC(=O)c1ccco1)C(=O)NCCc1nc2ccccc2[nH]1
 : -17	0.96	9	11	20	0.91	4	0	-2
Cc1ccc(OCc2nnc(SCc3cc(=O)[nH]c4ccccc34)o2)cc1
 : -16	0.91	9	14	-11	0.91	9	28	-11
CCOC(=O)NC1CCS(=O)(=O)C1 (centres undefined)
 : -8	1.5	8	6	-5	0.92	-45	-1	7
Cc1cc(NC(=O)C(C)SCC(=O)Nc2ccc(SC(F)F)cc2)no1 (centres undefined)
 : -1	1.2	0	8	-2	1	-17	4	0
CC(=O)Nc1cccc(NC(=O)c2ccco2)c1
 : -11	1.2	-2	10	14	1	-19	-9	-14
N/C(=N\OC(=O)c1cc([N+](=O)[O-])ccc1Cl)c1cccnc1
 : -5	1.4	-9	19	9	1.1	-41	-24	30
CCN(CC)CCN1C(=O)C(=O)/C(=C(/O)c2ccncc2)C1c1ccccc1F (centres undefined)
 : -9	0.99	-4	-13	9	1	1	-11	5
O=C(N/N=C/c1ccccc1)c1ccc(OCc2ccccc2)cc1
 : -3	0.92	10	-33	7	0.9	8	1	6
CC1(C)Cc2c(sc3ncnc(N)c23)CO1
 : -6	0.97	-9	10	16	1.1	3	10	7
COC(=O)c1c(NC(=O)c2ccco2)sc2c1CC(C)(C)NC2(C)C
 : -4	0.96	-3	0	26	1	4	3	10
O=C(Nc1ccccc1N1CCCCC1)C1CC(=O)N(c2ccccc2F)C1 (centres undefined)
 : 0	1	-4	21	8	1	-2	5	19
COCCNC(=O)c1cc2oc3ccccc3c2n1C
 : -12	0.91	4	16	25	0.96	9	11	-14
COc1ccc(-c2nc(NC(=O)c3n[nH]c(=O)c4ccccc34)sc2C)cc1
 : 10	2.1*	4	-16	10	0.96	-115	-6	-13
COc1cc2c(=O)n(Cc3ccco3)c(=O)n(CC(=O)c3cccc(Br)c3)c2cc1OC
 : -10	1.1	11	20	7	0.89	-11	28	-16
Cc1cccc(NC(=O)CN(CC2CCCO2)C(=O)c2ccc(S(C)(=O)=O)cc2)c1C (centres undefined)
 : -3	0.91	-2	2	17	1	9	-8	0
Cc1ccc(S(=O)(=O)N(C)C)cc1NC(=O)C(C)OC(=O)c1ccc2ccccc2n1 (centres undefined)
 : -13	1.1	12	-2	17	0.88	-13	2	8
COC(=O)c1cc(CSc2nc3ccccc3[nH]2)oc1C
 : 3	1.1	-8	14	26	1.1	-7	6	-2
Cc1ccccc1N1CCN(C(=O)c2ccccc2NC(=O)C2CC=CCC2C(=O)O)CC1 (centres undefined)
 : 7	1.2	-7	7	0	1.1	-16	7	3
O=C1CSC(c2ccco2)N1 (centres undefined)
 : 3	1.1	-1	16	-5	1	-11	3	-8
CC(CCN1C(Nc2ccccc2)=NC[C@@H]1C)c1ccccc1 (some centres undefined)
 : -3	0.96	6	-10	4	0.94	4	-2	5
CC(C)Oc1cccc(NC(=O)c2cnccc2C(F)(F)F)c1
 : -4	0.94	-10	19	4	1.1	6	-11	24
CCOC(=O)C1CCN(c2ccccc2CN2CCN(c3ccccc3OCC)CC2)CC1
 : -1	0.89	4	35	12	0.96	11	8	15
Cc1cccc(CSc2nnc(CCCCCNC(=O)OC(C)(C)C)o2)c1
 : 0	0.78	1	-47	36	0.99	22	14	-59
COc1ccc(-c2noc(CNC(=O)C(C)Oc3ccccc3)n2)cc1 (centres undefined)
 : -5	1	0	13	21	1	-1	0	10
O=C(Cn1nc2n(c1=O)-c1ccccc1SC2)N/N=C/c1cccnc1
 : -14	1.1	4	-11	-1	0.96	-15	-7	1
CC(=O)Nc1ccc(S(=O)(=O)NC(C)c2ccncc2)cc1 (centres undefined)
 : -3	1.1	-11	-7	12	1.1	-6	6	1
CCOC(=O)C(=CNc1ccc(C(F)(F)F)cc1)C(=O)OCC
 : -6	1.2	2	27	6	0.98	-19	2	3
COc1ccc(C(=O)NCCCN2CCOCC2)cc1S(=O)(=O)N1CCCc2ccccc21
 : -4	1	-5	5	4	1.1	-4	-3	0
COC(=O)Nc1ncc(CN2C(=O)c3ccccc3C2=O)s1
 : -8	0.92	-1	9	3	1	8	-21	7
Cc1cccc(CNC(=O)Cn2ccc3cc(S(=O)(=O)N4CCCCCC4)ccc32)c1
 : 5	1	-58	8	-1	1.6	-2	6	8
COCCNc1nc2nonc2nc1N(C)Cc1ccc(C)cc1
 : -8	0.95	1	15	7	0.99	5	-10	3
CC(C)c1ccc(NC(=O)C2CCCCN2S(=O)(=O)c2ccccc2)cc1 (centres undefined)
 : -7	0.81	-26	17	21	1.3	19	31	18
COC(=O)c1ccc(CSc2nnc(C)s2)cc1
 : 6	0.93	11	-9	20	0.89	7	-5	-5
CC12CN3CC(C)(CN(C1)C3c1ccc(Br)cc1O)C2 (centres undefined)
 : -2	1.2	-3	32	8	1	-16	-4	12
O=C(CN1C(=O)S/C(=C\c2ccccn2)C1=O)Nc1ccc(F)cc1
 : -8	1.2	4	-5	18	0.96	-24	-4	-8
CCN(C(=O)Cn1c(=O)oc2ccccc21)c1c(N)n(Cc2ccccc2)c(=O)[nH]c1=O
 : -6	1.1	-13	15	-8	1.1	-7	9	13
O=C(C1=C(O)C(=O)N(CCc2ccccc2)C1c1ccncc1)c1cc2ccccc2o1 (centres undefined)
 : -2	1.1	3	12	4	0.97	-9	7	-3
COc1ccc(CCNC(=O)c2c[nH]c3ccccc3c2=O)cc1OC
 : -3	1	1	26	13	0.99	0	5	15
CCc1ccc(OCCSc2nc3ccccc3n2CCC(=O)O)cc1
 : -4	1.1	-11	-4	-6	1.1	-6	-7	5
CC(=O)c1c(C)oc2ccc(N(C(C)=O)S(=O)(=O)c3ccc(Br)cc3)cc12
 : -2	1.2	11	27	11	0.89	-16	1	9
Cc1ccc(CNC(=O)c2ccc(CS(=O)(=O)c3ccccc3C)o2)cc1
 : 2	0.94	3	26	14	0.97	6	-1	-2

In the list so far, these contain a CF3 group:
Value order – ATG4B inhibitor	hIAP activ	mIAP block	tim10-1 inh	NALP3 yeast inh	mIAP activ	hIAP inh	Apaf-1 inh	TIM10 inh
CC(C)Oc1cccc(NC(=O)c2cnccc2C(F)(F)F)c1
 : -4	0.94	-10	19	4	1.1	6	-11	24
CCOC(=O)C(=CNc1ccc(C(F)(F)F)cc1)C(=O)OCC
 : -6	1.2	2	27	6	0.98	-19	2	3

Further entries
Value order – ATG4B inhibitor	hIAP activ	mIAP block	tim10-1 inh	NALP3 yeast inh	mIAP activ	hIAP inh	Apaf-1 inh	TIM10 inh
CS(=O)(=O)N(CC(=O)NCCSCc1cccc(Cl)c1)c1ccccc1F
 : -4	1.2	-5	23	9	1.1	-21	11	-1
Cc1cccc(NC(=O)CC2C(=O)NCCN2C(=S)Nc2ccccc2)c1 (centres undefined)
 : -10	1.1	-1	-9	16	1	-9	-22	-7
COc1ccc(C(CNC(=O)c2cccc(S(=O)(=O)N(C)c3ccccc3)c2)N2CCCC2)cc1 (centres undefined)
 : -4	1.1	9	16	11	0.91	-6	43*	2
CC(C)(C)OC(=O)N1CCN(C(=O)c2[nH]cnc2C(=O)Nc2ccon2)CC1
 : 0	1.4	21	-11	11	0.79	-35	-6	-7
CC1CCCN(CCC(=O)Nc2ccc(Br)cc2)C1 (centres undefined)
 : 6	0.88	-10	11	15	1.1	12	-5	-13
CCN1CCN(S(=O)(=O)c2ccc(S(=O)(=O)NCC3CCCO3)cc2)CC1 (centres undefined)
 : -9	0.85	-4	-12	13	1	15	-2	-19
Cc1ccc2nc(NC(=O)COC(=O)c3cccnc3)sc2c1
 : -7	1.1	-1	-15	14	1	-8	23	31
O=C(/C=C(\O)c1ccc(Cl)cc1)C(=O)NNC(=O)C(O)(c1ccccc1)c1ccccc1
 : 42*	0.95	29	16	9	0.71	5	28	11
Cc1ccc(Sc2ccc(C(=O)N3CCOCC3)cc2[N+](=O)[O-])cc1
 : -11	0.91	18	20	19	0.82	9	6	21
CCOC(=O)COc1ccc2c(=O)c(-c3ccccc3OC)coc2c1
 : -3	0.96	3	16	-5	0.97	4	5	11
CC1CC(C)CN(C(=O)COC(=O)c2nn(C)c(=O)c3ccccc23)C1 (centres undefined)
 : -2	1	15	17	8	0.85	0	7	12
CCCCS/C(N)=N/N=C/c1ccccc1O
 : -12	0.93	-6	37	31	1.1	7	15	24
